MPTP inh: mitochondrial permeability transition pore inhibitors, primary screen, biochemical, isolated mouse mitochondria, absorbance | hit rate 1.4% among 360,000 | inhibition, % at 10 µM | Ca2+ swelling absorbance, 30 min | AID 602449, 2012;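 active = inhibition of 50% or more, scaled per plate between neutral and stimulator controls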;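 note: 0% = DMSO wells given calcium and 100% = 1 mM EGTA wells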
SENP8 inh: human SENP8 protease inhibitors, primary screen, biochemical, fluorescence, Nedd8 protein substrate, uHTS; Sentrin-specific protease 8 (Homo sapiens), Q96LD8; recombinant SENP8; inhibition, % at 20 µM; hit rate 0.64% among 360,000; in the data active = inhibition mostly above about 40%, no sharp cut-off; inactive = mostly below about 27%
Target sequence (Q96LD8 whole entry, looked up): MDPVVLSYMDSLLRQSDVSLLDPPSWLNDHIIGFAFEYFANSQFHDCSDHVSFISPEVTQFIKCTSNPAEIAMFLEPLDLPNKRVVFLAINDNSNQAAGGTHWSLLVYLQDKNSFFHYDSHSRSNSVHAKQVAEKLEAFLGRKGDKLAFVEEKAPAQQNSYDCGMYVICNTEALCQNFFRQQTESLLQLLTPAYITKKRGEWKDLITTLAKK
ATG4B inhibitor: ATG4B protease inhibitors, primary screen, biochemical, fluorescence, uHTS; inhibition, % at 8.33 µM; hit rate 0.51% among 340,000; Cysteine protease ATG4B (Homo sapiens), Q9Y4P1; ATG4B cleavage of LC3-PLA2, NBD-HPC fluorescence, 1 h; in the data active = inhibition above about 40%
PfGluPho inh: PfG6PD enzyme inhibitors, primary screen, biochemical, fluorescence intensity, uHTS. inhibition, % at 20 µM. glucose-6-phosphate dehydrogenase-6-phosphogluconolactonase (Plasmodium falciparum 3D7). hit rate 0.78% among 350,000. PfGluPho enzyme, NADPH resazurin-diaphorase fluorescence;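 active = inhibition reaching at least a set limit at 20 µM in the primary screen, cut at about 59% in these data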;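 note: 0% = DMSO wells with substrate and 100% = DMSO wells lacking glucose-6-phosphate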
SENP6 block: SENP6 protease inhibitors, primary screen, biochemical, luminescence, uHTS; Sentrin-specific protease 6 (Homo sapiens), Q9GZR1; Recombinant SENP6 catalytic domain, aminoluciferin luminescence; inhibition, % at 10 µM; hit rate 1.8% among 330,000; AID 2599, 2010;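 active = inhibition above about 50% at the single tested dose, limit read from the data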;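 note: plate controls were DMSO wells with enzyme for no effect and DMSO wells lacking enzyme for full effect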
SENP7 inh: SENP7 protease inhibitors, primary screen, biochemical, luminescence, uHTS; Sentrin-specific protease 7 (Homo sapiens), Q9BQF6; recombinant SENP7, Z-RLRGG-aminoluciferin luminescence, 40 min; inhibition, % at 5 µM; hit rate 1.5% among 330,000;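 active = inhibition above about 50% at the single test dose, limit read from the data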;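 note: plate controls were DMSO with enzyme for no effect and no enzyme buffer wells for full effect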
HKDC1 inh: HKDC1 hexokinase inhibitors, primary screen, biochemical, fluorescence, uHTS; recombinant HKDC1, G6PDH/diaphorase resazurin coupled fluorescence; inhibition, % at 20 µM; hit rate 0.16% among 340,000; AID 493160, 2011;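 active = inhibition above about 35% when tested at 20 µM, limit read from the data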;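 note: plate controls were DMSO wells with enzyme for no effect and DMSO wells lacking enzyme for full effect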
Target sequence (Q2TB90 whole entry, looked up): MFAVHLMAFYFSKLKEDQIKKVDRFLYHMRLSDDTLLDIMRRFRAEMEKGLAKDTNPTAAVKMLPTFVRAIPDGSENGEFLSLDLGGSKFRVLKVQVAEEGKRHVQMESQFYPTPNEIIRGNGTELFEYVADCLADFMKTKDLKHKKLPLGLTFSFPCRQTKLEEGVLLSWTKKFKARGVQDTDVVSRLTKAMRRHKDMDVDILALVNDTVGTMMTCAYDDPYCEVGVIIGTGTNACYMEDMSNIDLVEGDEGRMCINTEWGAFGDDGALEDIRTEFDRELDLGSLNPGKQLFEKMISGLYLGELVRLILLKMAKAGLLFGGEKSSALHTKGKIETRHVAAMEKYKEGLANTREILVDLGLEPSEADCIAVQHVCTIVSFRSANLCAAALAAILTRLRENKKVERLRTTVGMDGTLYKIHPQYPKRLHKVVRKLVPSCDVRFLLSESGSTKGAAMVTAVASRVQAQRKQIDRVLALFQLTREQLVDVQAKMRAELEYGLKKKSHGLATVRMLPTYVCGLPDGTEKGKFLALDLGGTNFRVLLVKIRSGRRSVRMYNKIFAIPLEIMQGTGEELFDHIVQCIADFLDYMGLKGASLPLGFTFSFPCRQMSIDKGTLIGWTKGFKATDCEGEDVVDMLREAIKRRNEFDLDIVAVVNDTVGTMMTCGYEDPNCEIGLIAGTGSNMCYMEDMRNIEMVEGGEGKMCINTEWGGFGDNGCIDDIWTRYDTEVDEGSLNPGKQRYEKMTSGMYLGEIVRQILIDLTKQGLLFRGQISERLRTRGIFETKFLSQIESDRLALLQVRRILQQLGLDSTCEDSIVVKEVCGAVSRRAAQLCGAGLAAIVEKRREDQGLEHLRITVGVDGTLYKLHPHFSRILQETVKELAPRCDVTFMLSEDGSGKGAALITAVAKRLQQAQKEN
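Test system: recombinant HKDC1 (HK5) hexokinase enzyme, produced in-house; Amount: enzyme 5 µg/mL final; Buffer or medium: Tris pH 8.0 buffer with MgCl2, Tween-20, BSA, BME; Reagent: glucose and ATP substrates; Doses: 20 µM test compound, 1% DMSO; Incubation: 90 min reaction incubation at room temperature, dark; Detection: resorufin fluorescence at 613 nm.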
GRIN3A LBD mod: binders of NR3A ligand-binding domain, primary screen, biophysical, differential scanning fluorimetry, uHTS; NR3A LBD differential scanning fluorimetry, Tm shift; 0% = protein alone, 100% = glycine-bound protein; Tm shift relative to glycine control, % at 25 µM; hit rate 2.5% among 340,000;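 active = melting temperature shift of at least 10% of the positive control shift, at one fixed dose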
* = called active by the depositor; / = no result given.

#1 O=C(NNC(=O)c1cc2cc(Br)ccc2oc1=O)c1ccc(O)cc1O
#2 Cc1nn(C)c(C)c1S(=O)(=O)N1CCCC(C(=O)NC2CCCCC2)C1 (configuration not stated)
#3 O=C(CN1CCN(c2ccccn2)CC1)NCc1cccs1
#4 COc1ccccc1N1CCN(C(c2ccccc2Cl)c2nnnn2C(C)(C)C)CC1 (configuration not stated)
#5 O=C(CSc1nnc(-c2ccccc2O)o1)N1CCOCC1
#6 O=c1c2c([N+](=O)[O-])cc([N+](=O)[O-])cc2nc2ccccn12
#7 COC(=O)c1ccccc1Nc1ccccc1
#8 CS(=O)(=O)N(CC(=O)N1CCOCC1)c1ccccc1Br
screen / no.,1,2,3,4,5,6,7,8
MPTP inh,5.5,-3.4,-2.3,0.9,-0.5,2.2,-0.4,-0.4
SENP8 inh,21,24,-20,16,10,37,-31,6
ATG4B inhibitor,-13,-11,-7,-1,1,0,-13,4
PfGluPho inh,-21,-4,10,6,-13,27,1,4
SENP6 block,-12,-9,3,-14,-23,0,-14,6
SENP7 inh,-2,5,0,13,3,-14,2,5
HKDC1 inh,14,-5,-5,6,3,8,2,-8
GRIN3A LBD mod,17*,0,2,-2,-6,-6,1,0

Given with each value named: entries from further up.
3. O=C(CN1CCN(c2ccccn2)CC1)NCc1cccs1
  MPTP inh: -2.3	SENP8 inh: -20	ATG4B inhibitor: -7	PfGluPho inh: 10	SENP6 block: 3	SENP7 inh: 0	HKDC1 inh: -5	GRIN3A LBD mod: 2
4. COc1ccccc1N1CCN(C(c2ccccc2Cl)c2nnnn2C(C)(C)C)CC1 (configuration not stated)
  MPTP inh: 0.9	SENP8 inh: 16	ATG4B inhibitor: -1	PfGluPho inh: 6	SENP6 block: -14	SENP7 inh: 13	HKDC1 inh: 6	GRIN3A LBD mod: -2
5. O=C(CSc1nnc(-c2ccccc2O)o1)N1CCOCC1
  MPTP inh: -0.5	SENP8 inh: 10	ATG4B inhibitor: 1	PfGluPho inh: -13	SENP6 block: -23	SENP7 inh: 3	HKDC1 inh: 3	GRIN3A LBD mod: -6
6. O=c1c2c([N+](=O)[O-])cc([N+](=O)[O-])cc2nc2ccccn12
  MPTP inh: 2.2	SENP8 inh: 37	ATG4B inhibitor: 0	PfGluPho inh: 27	SENP6 block: 0	SENP7 inh: -14	HKDC1 inh: 8	GRIN3A LBD mod: -6

Additional entries follow.
#9 CCCCC#Cc1cncc(C(=O)NN)c1
#10 Cc1cccnc1NC(=O)CN1C(=O)COc2ccc(Cl)cc21
#11 O=C(COc1ccc(S(=O)(=O)NC2CCCCC2)cc1)NC1CCCC1
#12 O=C1Nc2ccc(Br)cc2C1Cc1ccccc1F (configuration not stated)
#13 O=C(CCCOc1ccc(Cl)cc1Cl)NNC(=O)C1CCC1
#14 COC(=O)C(NC(=O)CCc1c(C)nc2ncnn2c1C)C(C)C (configuration not stated)
#15 CCc1ccc(C(CNc2nc(C(F)(F)F)nc3ccccc23)N(C)C)cc1 (configuration not stated)
#16 COc1cc2c(cc1NC(=S)Nc1cccc3ccccc13)oc1ccccc12
screen / no.,9,10,11,12,13,14,15,16
MPTP inh,1.4,1.4,1.2,1.0,2.0,-1.0,1.9,0.0
SENP8 inh,6,-4,5,1,12,8,6,-396
ATG4B inhibitor,-2,-2,-2,3,-5,-12,20,-7
PfGluPho inh,-4,-5,28,89*,-7,-1,9,44
SENP6 block,4,2,-35,-11,3,-3,-31,30
SENP7 inh,-3,6,-3,0,-5,-2,-10,15
HKDC1 inh,-2,-6,-9,6,0,-5,7,2
GRIN3A LBD mod,0,3,-2,2,-3,0,-7,5

#17 CC(C)COc1ccc(-c2nnc(-c3ccncc3)o2)cc1
#18 CCn1c(SCC(=O)N2CCCCC2)nc(O)cc1=O
#19 O=C(Nc1cccc(C(=O)N2CCCCC2)c1)C1CCCC1
#20 Cn1c(=O)n(Cc2ccccc2)c(=O)c2c1nc1n2CCCN1CCc1ccccc1
#21 Cc1ccc(Cn2ccc(NC(=O)c3nn(C)cc3Cl)n2)cc1
#22 O=C(CSc1nnc(Cc2cccs2)n1CCc1ccccc1)N1CCCc2ccccc21
#23 Cc1ccc(CS(=O)Cc2ccc(C(=O)NCc3ccccc3)o2)cc1 (configuration not stated)
#24 OC[C@@H]1CC[C@@H](Cc2ccc(-c3ccccc3)cc2)O1
screen / no.,17,18,19,20,21,22,23,24
MPTP inh,59*,-2.1,-2.3,1.1,-2.2,-2.1,-0.8,-0.9
SENP8 inh,-316,25,12,22,18,-3,12,18
ATG4B inhibitor,8,-6,2,-2,-2,17,-7,0
PfGluPho inh,-8,-2,-7,24,-10,2,7,3
SENP6 block,66*,-8,/,-5,-22,-19,-23,/
SENP7 inh,57*,-1,/,3,-17,-3,1,63*
HKDC1 inh,4,-6,0,0,-3,-1,-3,5
GRIN3A LBD mod,0,4,-3,0,0,0,1,-2

#25 CCC(=O)NCCc1nc2cc(NC(=O)c3ccc(OC)cc3)ccc2n1C
#26 CCN1CCN(c2ccc(S(=O)(=O)N3CCOCC3)cc2NC(=O)c2ccc(F)cc2Cl)CC1
#27 COC(=O)C1CN(C(=O)COc2cc(C)cc(C)c2)c2ccccc2O1 (configuration not stated)
#28 CC(=O)c1cccc(NC(=O)C2CC(=O)N(c3cccc(C)c3C)C2)c1 (configuration not stated)
#29 COc1ccc(C2NCCC3(O)CCCCC23)c(OC)c1OC (configuration not stated)
#30 CC(C)(CNCc1ccccc1)NS(=O)(=O)c1ccc(Cl)cc1
#31 O=C(CSCCc1ccccn1)Nc1cccnc1
#32 c1ccc2c(c1)CCN(Cc1nnnn1Cc1ccc3c(c1)OCO3)C2
screen / no.,25,26,27,28,29,30,31,32
MPTP inh,-0.1,-1.5,0.0,1.9,-3.0,-1.8,11,1.0
SENP8 inh,20,18,13,13,27,3,8,13
ATG4B inhibitor,-3,-5,0,1,6,-7,7,-7
PfGluPho inh,-20,11,24,-3,-3,9,-7,19
SENP6 block,-10,-4,-14,-8,-1,11,-10,-4
SENP7 inh,1,-5,-13,-3,2,0,3,-4
HKDC1 inh,-2,-8,0,-5,4,-3,-1,2
GRIN3A LBD mod,0,1,2,-3,1,0,0,-1

#33 COc1ccc(NC(=O)C2(c3cccs3)CCOCC2)cc1
#34 COc1ccccc1C(=O)Nc1ccc2c(c1)nc(CN1CCCCC1)n2C
#35 CC#CCN1c2ccccc2[C@]23C[C@@H](C(=O)OC)N(C(=O)NC(C)(C)C)C2=NC(C(=O)OC)=C(C(=O)OC)[C@H]13
#36 CCOC(=O)/C(=N\Nc1ccccc1[N+](=O)[O-])c1csc(Nc2ccccc2)n1
#37 COc1cc(NC(=O)CSc2nc3ccccc3cc2Cc2ccccc2)cc(OC)c1
#38 CCn1c(SCC(=O)Nc2nccs2)nnc1C1CC1
#39 Cc1cc(C)c(C)c(S(=O)(=O)NCC(=O)Nc2sc3c(c2C(N)=O)CCCC3)c1C
#40 O=S(=O)(NCc1ccccc1)c1cccc2nsnc12
screen / no.,33,34,35,36,37,38,39,40
MPTP inh,-1.2,-1.8,-0.9,3.6,2.0,-0.7,-0.2,0.4
SENP8 inh,-1,-142,8,52*,18,14,-46,8
ATG4B inhibitor,-1,-13,1,-2,0,4,-1,1
PfGluPho inh,-6,11,-5,3,12,-8,-5,13
SENP6 block,1,7,-5,21,-7,-15,-38,6
SENP7 inh,6,-5,-4,7,2,16,-6,3
HKDC1 inh,-3,1,2,5,1,-4,-1,11
GRIN3A LBD mod,-1,-1,-3,4,0,-1,-3,-20

Profiles, looked up by structure.
CCn1c(SCC(=O)Nc2nccs2)nnc1C1CC1 is listed as MPTP inh = -0.7; SENP8 inh = 14; ATG4B inhibitor = 4; PfGluPho inh = -8; SENP6 block = -15; SENP7 inh = 16; HKDC1 inh = -4; GRIN3A LBD mod = -1
Cc1cc(C)c(C)c(S(=O)(=O)NCC(=O)Nc2sc3c(c2C(N)=O)CCCC3)c1C is listed as MPTP inh = -0.2; SENP8 inh = -46; ATG4B inhibitor = -1; PfGluPho inh = -5; SENP6 block = -38; SENP7 inh = -6; HKDC1 inh = -1; GRIN3A LBD mod = -3

The list continues:
#41 CCOC(=O)N1CCN(c2nc3ccccn3c(=O)c2C=O)CC1
#42 Cc1ccc2c(Cl)cc(Cl)c(OCC(=O)N3CCCC3)c2n1
#43 CCCc1ccc(S(=O)(=O)N(C)S(=O)(=O)c2ccc(F)cc2)cc1
#44 CSc1nc2ccccc2s1
#45 Cc1c(C(=O)NCCSCc2c(F)cccc2Cl)cnn1-c1ccc(F)cc1
#46 CCN(CC(=O)Nc1ccc(NC(C)=O)cc1)C(=O)c1cc2ccccc2oc1=O
#47 O=C(O)c1ccc(-c2noc(-c3ccccc3C(F)(F)F)n2)cc1
#48 Cc1ccc(CNC(=O)CNC(=S)N(Cc2ccccc2)Cc2ccccc2F)cc1
screen / no.,41,42,43,44,45,46,47,48
MPTP inh,0.4,-1.4,0.5,-0.7,2.8,0.7,0.1,3.5
SENP8 inh,-5,-2,10,9,12,-5,18,23
ATG4B inhibitor,-5,-12,1,-6,17,-17,-3,-15
PfGluPho inh,-1,2,5,1,8,8,-31,18
SENP6 block,-22,5,-10,-9,-14,-3,82*,/
SENP7 inh,-6,11,-4,-1,-4,4,4,/
HKDC1 inh,-7,-2,-3,-3,0,3,-2,9
GRIN3A LBD mod,-2,2,3,0,-3,0,-2,-10

#49 Cc1c(C(=O)Nc2nccs2)oc2c(Cl)cccc12
#50 CC1CCN(S(=O)(=O)c2ccc(NC(=O)CSc3nnnn3C)cc2)CC1
#51 Fc1ccc(NC(=S)Nc2nccs2)cc1
#52 O=C(CN1CCCCC1)Nc1nc(-c2ccccc2)cs1
#53 CN(Cc1ccccc1Cl)C(=O)c1cc2ccccc2o1
#54 Cc1cc(NC(=O)Cn2c(=O)oc3ccc(Cl)cc32)no1
#55 CC(C)n1c(-c2ccncc2)n[nH]c1=S
#56 Cn1nnc(NC(=O)CSc2ccc(Cl)cc2)n1
screen / no.,49,50,51,52,53,54,55,56
MPTP inh,-1.4,2.1,-1.3,0.2,0.1,1.4,-3.5,0.0
SENP8 inh,-153,7,4,12,8,2,12,11
ATG4B inhibitor,-1,-8,-5,-9,-13,2,1,1
PfGluPho inh,19,-12,13,0,16,-10,8,-3
SENP6 block,-16,2,0,-21,-4,-15,-18,-8
SENP7 inh,0,4,-4,-4,4,-6,4,6
HKDC1 inh,-2,-2,3,0,-1,-4,-7,-2
GRIN3A LBD mod,/,0,-17,9,2,1,1,3

#57 CC(NC(=S)NC(=O)c1ccccc1Br)c1ccccc1 (configuration not stated)
#58 Cc1c(OCC(=O)NCc2cccnc2)ccc2c3c(c(=O)oc12)CCC3
#59 Cc1noc(C)c1COC(=O)COc1ccc(-c2ccccc2)cc1
#60 CN1CCN(c2ccc(NC(=O)CSc3ccccc3)cc2F)CC1
#61 CC(C)Cn1c(CCCNC(=O)c2ccc(F)cc2)nc2ccccc21
#62 CCc1cc2c(C)ccc(C)c2nc1SCC(=O)Nc1cc(C)on1
#63 C=C(C)CNC(=S)N/N=C(\C)c1ccc(OC)cc1
#64 COc1ccc(Oc2ccc(-c3ccn[nH]3)cc2)cc1
screen / no.,57,58,59,60,61,62,63,64
MPTP inh,3.7,-1.7,2.3,-0.8,0.8,-1.0,1.0,-0.2
SENP8 inh,4,-41,22,13,9,1,14,35
ATG4B inhibitor,9,-2,3,-2,2,-3,-9,-3
PfGluPho inh,17,-9,13,-11,-12,11,-3,-1
SENP6 block,5,7,5,-3,-12,-10,-15,-13
SENP7 inh,18,-3,6,1,2,-4,-8,0
HKDC1 inh,-2,0,5,-8,-4,-1,9,-1
GRIN3A LBD mod,2,1,1,-1,-1,3,2,0

Screening data (PubChem)
